Screens (PubChem)
ZTA counter = blocks Epstein-Barr virus ZTA, an EBNA-1 counter-screen. ZTA-DNA binding, fluorescence polarization. AID 2234. P03206. inhibition, % at 11 µM. 320,000 compounds, 0.15% hits; in the data active = inhibition above about 33%
EBNA-1 inh = EBNA-1 DNA-binding inhibitors, primary screen, biochemical, fluorescence polarization | AID 1950, 2009 | inhibition, % at 14.8 µM | 300,000 compounds, 0.34% hits; in the data active = inhibition above about 28%
RPL19A-GFP yeast = RPL19A-GFP expression modulators in yeast, primary screen, cell-based, S. cerevisiae, multiplex flow cytometry, MLPCN; S. cerevisiae RPL19A-GFP strain, 3 h; hits give low values; 330,000 compounds, 0.3% hits; AID 2025, 2009; percent response vs DMSO, % at 10 µM;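 active = percent response vs DMSO below 50%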;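 note: median channel GFP fluorescence of the barcoded RPL19A-GFP strain; ratio of sample median GFP to plate DMSO average so 100% = DMSO; lower means less RPL19A-GFP as with rapamycin TOR inhibition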
MEP2 TOR yeast = modulators of MEP2-GFP levels in yeast, primary screen, S. cerevisiae, multiplex flow cytometry, MLPCN library. S. cerevisiae MEP2-GFP strain, 3 h; 100% = DMSO control level. GFP response vs DMSO, % at 10 µM. 330,000 compounds, 0.51% hits. AID 2016, 2009;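 active = GFP response versus DMSO above a set limit, roughly screen mean plus 3 SD, cut at about 180% in these data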;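 note: median GFP fluorescence of the barcode-gated MEP2-GFP cells per well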
proCasp3 act = activators of human procaspase-3 D3A mutant, primary screen, biochemical, absorbance, PC-3 D3A mutant, single concentration; Caspase-3 (Homo sapiens), P42574; 330,000 compounds, 0.11% hits; recombinant procaspase-3 D3A, Ac-DEVD-pNA absorbance 405 nm; AID 463141, 2010; activation, % at 8.5 µM;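 active = activation above the mean of all tested compounds plus 3 SD, cut at about 21% in these data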;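 note: 0% = DMSO alone and 100% = DMSO wells spiked with extra 5 µM PC-3 D3A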
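Test system: Procaspase-3 D3A mutant, all three cleavage aspartates alanine | Dosing: Single dose, 8.5 µM nominal compound, 0.8% DMSO | Schedule: 1 h preincubation, 2 h reaction | Technique: 405 nm absorbance of p-nitroaniline, reads at 0 and 120 min | Repeats: One well per compound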
AHR activator = AHR activators, primary screen, cell-based, luminescence, luciferase reporter, human | Aryl hydrocarbon receptor (Homo sapiens), P35869 | activation, % at 5 µM | 320,000 compounds, 2.5% hits | AHR-responsive luciferase reporter cells; in the data active = activation above about 47%;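 note: 0% = vehicle wells and 100% = reference agonist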
proCasp7 act = procaspase-7 activators, primary screen, counter-screen for procaspase-3 activator project, biochemical, absorbance, HTS, human | Caspase-7 (Homo sapiens), P55210 | recombinant procaspase-7, Ac-DEVD-pNA absorbance 405 nm; D23A/D198A/D206A triple mutant, cannot self-cleave; scale: DMSO 0, 5 µM enzyme 100 | activation, % at 8.5 µM | 330,000 compounds, 0.093% hits | AID 463210, 2010;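 active = percent activation above the screen-wide mean plus 3 SD, cut at about 25% in these data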
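System: Uncleavable procaspase-7 mutant enzyme; Amount: 2 µM procaspase-7 mutant as dispensed; Schedule: 1 h compound preincubation, 2 h substrate cleavage, 25 °C; Measured by: 405 nm absorbance of p-nitroaniline; Evaluation: percent activation from buffer-corrected 0–120 min absorbance change; Control set: low DMSO alone, high DMSO plus 5 µM PC-7.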
LAP4 TOR yeast = modulators of LAP4-GFP expression in yeast, primary screen, S. cerevisiae, multiplex flow cytometry, MLPCN library; 3 h; median GFP as percent of DMSO wells; GFP response vs DMSO, % at 10 µM; 320,000 compounds, 0.34% hits; AID 2023, 2009;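 active = GFP response vs DMSO above a set limit, about the screen mean plus 3 SD, cut at about 150% in these data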
* marks the source's active call; other numbers are inactive results; · = no result given; [ ] = dose if it differs, or a comment.

SMILES	ZTA counter	EBNA-1 inh	RPL19A-GFP yeast	MEP2 TOR yeast	proCasp3 act	AHR activator	proCasp7 act	LAP4 TOR yeast
CCN(c1ccccc1)S(=O)(=O)c1ccc(Cl)c(NC(=O)CSc2n[nH]c(N)n2)c1	1	-5	90	86	-5	3	-5	89
COc1cccc(C(=O)NCc2ccc3c(c2)OCO3)c1	-6	-10	103	108	-8	23	1	96
FC(F)(F)c1nnc2ccc(NCc3cccnc3)nn12	-1	-5	97	92	5	-2	-9	112
CCN1C(=O)[C@H]2[C@@H](c3ccc(-c4ccc(C(C)=O)cc4)cc3)N3CCCC[C@@]3(C(=O)OC)[C@H]2C1=O	-21	10	·	·	2	-1	9	·
CCOC(=O)C1CCCN(C(=O)C2CCCN(S(=O)(=O)c3ccc4c(c3)oc(=O)n4C)C2)C1 (stereo not given)	-3	-2	98	106	14	-3	0	100
COc1ccc(N(C(=O)c2cnccn2)C(C(=O)NC2CCCCC2)c2ccc(O)cc2)cc1 (stereo not given)	-28	3	102	105	2	0	-10	97
O=C(CCn1ccc([N+](=O)[O-])n1)Nc1nccs1	-11	4	98	100	2	-1	4	106
O=C(Nc1ccccc1Cl)N1C2CCC1CC(O)(c1cccnc1)C2 (stereo not given)	15	10	105	99	4	1	3	97
O=c1oc2ccccc2nc1/C=C(O)/C=C/c1ccc(F)cc1	18	3	103	98	10	18	-7	98
CC(C)CNC(=O)Nc1ccccc1F	-4	10	99	99	3	-2	-3	94
COc1cc(C)nc(OCCNS(=O)(=O)c2cc(C)ccc2C)n1	4	4	100	109	-2	5	3	101
CCOC(=O)c1cnc2c(cnn2C)c1Cl	6	-4	96	104	-2	1	8	97
Cc1nn(CC(=O)Nc2cc(S(=O)(=O)N3CCOCC3)ccc2Cl)c(C)c1[N+](=O)[O-]	-10	·	88	92	6	-2	2	93
C=CCNC(=S)NNC(=O)c1ccc(Br)o1	-5	2	106	92	6	4	-1	88
CCCCCC(=O)N1CCCC(c2nc(-c3ccc(OC)cc3)no2)C1 (stereo not given)	9	10	101	105	4	0	-4	105
Cc1oc(S(=O)(=O)N2CCCCC2)cc1NC(=O)Nc1ccc(Cl)cc1	1	4	94	96	17	3	-4	105
CCNC(=O)NC(=O)C(C)OC(=O)c1cccn1C (stereo not given)	3	-4	98	101	2	4	9	87
CCCN1CCN(C(=O)Nc2ccc(C(=O)OCC)cc2)CC1	-8	9	96	116	4	1	7	102
Cc1nc(NC(=O)CN(C)S(=O)(=O)c2ccc(Br)cc2)sc1C	-8	3	98	104	-1	3	0	110
CCOc1cc(/C=C/c2ccc3cccc([N+](=O)[O-])c3n2)ccc1OCC(=O)N(C)C	9	8	109	112	-5	-4	-1	106
COc1ccc(-n2c(SCC(=O)NNC(=O)c3ccccc3C)nnc2-c2ccncc2)cc1	-8	-5	102	108	8	6	0	101
COc1cc(/C=C/C(=O)OCC(=O)Nc2ccc(NC(C)=O)cc2)cc(S(=O)(=O)N2CCc3ccccc32)c1OC	-6	14	98	100	-4	2	5	106
CC(=O)N[C@@H](Cc1c[nH]c2ccccc12)C(=O)NC1CCCc2ccccc21 (stereo not given in full)	4	13	106	101	3	7	-11	95
COC(CNC(=O)c1cccnc1)OC	3	8	101	96	6	0	0	87
Cn1ccnc1SCC(=O)c1ccc(C#N)cc1	2	-8	98	95	-8	0	-18	100

Some values from the entries so far:
O=C(Nc1ccccc1Cl)N1C2CCC1CC(O)(c1cccnc1)C2 (stereo not given) in AHR activator = 1
CCCCCC(=O)N1CCCC(c2nc(-c3ccc(OC)cc3)no2)C1 (stereo not given) in proCasp7 act = -4
Cc1nn(CC(=O)Nc2cc(S(=O)(=O)N3CCOCC3)ccc2Cl)c(C)c1[N+](=O)[O-] in MEP2 TOR yeast = 92
C=CCNC(=S)NNC(=O)c1ccc(Br)o1 in MEP2 TOR yeast = 92
CCNC(=O)NC(=O)C(C)OC(=O)c1cccn1C (stereo not given) in ZTA counter = 3

Results in ZTA counter, proCasp3 act and LAP4 TOR yeast, for 2 of the compounds above:
canonical_smiles | ZTA counter | proCasp3 act | LAP4 TOR yeast
COc1cccc(C(=O)NCc2ccc3c(c2)OCO3)c1 | -6 | -8 | 96
FC(F)(F)c1nnc2ccc(NCc3cccnc3)nn12 | -1 | 5 | 112

Further structures
SMILES	ZTA counter	EBNA-1 inh	RPL19A-GFP yeast	MEP2 TOR yeast	proCasp3 act	AHR activator	proCasp7 act	LAP4 TOR yeast
O=S(=O)(NCc1cc(-c2ccc(Cl)cc2)no1)c1ccccc1	-8	4	102	97	7	0	4	97
Cc1ccccc1NC(=O)N1C2CCC1CC(O)(c1cccnc1)C2 (stereo not given)	-8	4	93	96	2	-1	7	83
O=C(O)c1cccc(Nc2ccc([N+](=O)[O-])cn2)c1	19	3	100	101	-4	4	-2	90
CC(=O)Nc1ccc(S(=O)(=O)N2CCN(Cc3cccnc3)CC2)cc1	4	2	108	114	3	-4	6	104
O=C(CCS(=O)(=O)Cc1ccccc1)Nc1nc2c(s1)CCCC2	2	5	103	104	-11	4	-8	102
COc1ccc(CC(=O)OCn2nnc3ccccc3c2=O)cc1OC	13	6	101	102	-5	1	8	95
CCc1ccc(Nc2oc(C)cc(=O)c2C(C)=O)cc1	-12	4	90[may fluoresce violet]	298*[may fluoresce violet]	5	2	-3	72[may fluoresce violet]
CC(=O)c1cc(F)c(N2CCN(CCC#N)CC2)cc1C	-10	-4	99	112	-3	2	11	102
Cc1onc(-c2ccccc2Cl)c1C(=O)NCCCc1ccccc1	6	3	99	96	1	-1	8	95
Cc1ccccc1Nc1nnc(SCC(=O)c2c(N)n(C)c(=O)n(C)c2=O)s1	-8	-9	99	99	3	-1	6	91
N#CC1=C(N)S[C@H](C(=O)C23CC4CC(CC(C4)C2)C3)[C@H]1c1ccncc1	-4	-12	100	106	-3	5	-3	99
CCC(C)NCCOCCOc1ccc(C)cc1OC (stereo not given)	-4	-10	102	90	0	1	-10	95
CCc1ccccc1N(CC(=O)NCc1ccco1)C(=O)CCC(=O)Nc1ccccn1	1	1	102	96	3	-1	5	86
COc1cc(OC)c(NC(=O)CCCn2c(=O)oc3ccccc32)cc1Cl	-3	-2	108	104	-11	2	1	100
CCCc1ccc(OCC(O)CN2CCN(CCO)CC2)cc1 (stereo not given)	1	1	108	109	1	-1	14	88
COc1ccc(S(=O)(=O)Nc2ccc3c(c2)n(C)c(=O)n3C)cc1F	-1	1	97	98	4	1	7	88
Cc1ccc(/C(N)=N/OC(=O)c2cccc(Cn3cc(C(F)(F)F)ccc3=O)c2)cc1	-15	11	97	97	4	1	1	126
Cc1ccc(NC(=O)CN(C)CC(=O)Nc2c(C)cccc2C)c(Br)c1	15	8	102	106	4	-1	8	·
NC(=O)C1CCN(C(=O)CN(C2CCCCC2)S(=O)(=O)c2ccc(F)cc2)CC1	-8	2	99	107	-3	0	-1	103
C=CCNC(=O)C12CCC(C)(C(=O)[C@H]1Br)C2(C)C (stereo not given in full)	2	-1	99	105	4	0	9	111
CC(NC(=O)c1ccc2nc[nH]c2c1)c1ccccc1 (stereo not given)	-17	3	120	124	-2	2	4	101
CCOC(=O)Cn1nnnc1CN(Cc1cccs1)Cc1cc2cc(C)ccc2[nH]c1=O	-10	-6	98	104	4	1	0	99
Cc1cc(OCC(=O)Nc2ccncc2)cc(C)c1Br	15	7	102	100	2	-1	10	110
Cc1ccc(C(=O)OCC(=O)NCCc2ccccc2)cc1S(=O)(=O)N1CCOCC1	16	2	103	113	-8	2	-2	107
CCOc1ccc(NC(=O)C(CC(=O)O)Cc2ccc(Br)cc2)cc1 (stereo not given)	18	0	102[may fluoresce violet]	110[may fluoresce violet]	9	0	0	89[may fluoresce violet]

(next part)
SMILES	ZTA counter	EBNA-1 inh	RPL19A-GFP yeast	MEP2 TOR yeast	proCasp3 act	AHR activator	proCasp7 act	LAP4 TOR yeast
CSc1ccc(NC(=O)CSc2nc3[nH]c(=O)cc(O)c3s2)cc1	4	·	104	103	-10	4	-26	106
Cc1ccc(C)c(OC(C)C(=O)Nc2nccs2)c1 (stereo not given)	2	-14	103	103	-3	30	8	81
COc1cccc(NC(=O)CN2C(=O)NC3(CCCCCC3)C2=O)c1	·	·	100	94	-3	0	7	91
O=C(c1ccco1)n1nc(-c2cccnc2)nc1NCc1ccco1	-6	0	101	105	-5	15	12	97
CC1CCN(S(=O)(=O)c2ccc(S(=O)(=O)N3CCCC3)cc2)CC1	-8	-5	100	99	7	-4	9	93
O=C(Nc1nnc(SCc2ccccc2)s1)c1cccc([N+](=O)[O-])c1	10	7	92	108	-1	1	5	114
N#Cc1ccccc1CN1C(=O)S/C(=C/c2cccn2-c2cccc(C(=O)O)c2)C1=O	-7	-6	109	109	-15	10	-19	103
Nc1cc(=O)[nH]c(SCC(=O)NNC(=O)c2ccccc2)n1	5	-2	100	95	0	0	-6	108
Cc1cc(=O)cc(C)n1-c1ccc(F)cc1F	10	-13	109	113	0	0	5	107
O=c1c2c3c(sc2n(CCN2CCCC2)c(=O)n1Cc1ccccc1)CCCCC3	0	-11	99	91	3	0	12	103
COc1ccc(-c2cc3nc4n(c(=O)c3s2)CCCCC4)cc1	7	4	95	94	7	-3	3	121
C=CCn1c(=NC(=O)c2cccs2)sc2cc(NC(C)=O)ccc21	16	14	94	95	-46	118*	-67	96
N#Cc1ccc(Oc2ccc(-c3cnc4ccccc4n3)cc2)cc1C#N	-14	-9	104	105	-10	1	3	94
Cc1ccc(-c2nnc(SCC(=O)N(C)C)nc2-c2ccc(C)cc2)cc1	5	3	103	100	10	-3	1	94
Oc1c(Br)cc(/C=N/NC(=S)NCC2CCCO2)cc1Br (stereo not given)	-10	5	95	98	-1	-1	-12	98
Cc1cc(NC(=O)CN2C(=O)S/C(=C\c3ccccc3)C2=O)no1	-11	12	101	103	1	-2	-7	99
COc1ccc(NC(=O)Cc2nnc(SCC(=O)Nc3ccc(F)cc3)n2C)cc1	13	-2	104	108	-4	1	3	97
CN1CC(=O)N(CC(=O)Nc2ccc(Br)cc2F)C1=O	-1	-11	117	102	0	-3	2	107
O=c1cc(-c2ccncc2)oc2c1ccc1ccccc12	-1	-5	97	96	-4	12	-1	80
Cc1ccc(NS(=O)(=O)c2cc(C(=O)N(C)C3CCN(C)CC3)ccc2Cl)cc1Cl	·	·	97	102	4	1	2	94
COc1ccccc1NC(=O)c1sc2ncn(CC(=O)Nc3ccccc3)c(=O)c2c1C	11	-3	102	104	1	20	-3	101
O=C(O)CC1S/C(=N/N=C2CCCCC2)N(c2ccccc2)C1=O (stereo not given)	-4	11	106	117	1	-3	1	108
COc1ccccc1Nc1nnc(SCC(=O)Nc2nc(-c3ccc(F)cc3)cs2)s1	11	8	94	90	-3	40	1	94
CCOC(=O)CCN(Cc1sccc1C)S(=O)(=O)c1ccc(F)cc1	-9	5	97	99	2	0	1	108
Cc1ccsc1/C=N\NC(=O)CCc1c(C)n[nH]c1C	-3	3	100	89	-9	10	8	94
CCc1nn(CC(=O)NCCCN2CCN(C)CC2)c(=O)c2cc3occc3n12	-3	-7	105	107	4	0	12	99
COc1cccc(-n2c(C)nc3cc(C(=O)O)ccc32)c1	0	3	106	116	-2	-3	4	108
CCOc1ccc(CCNC(=O)C2CCN(S(=O)(=O)N3CCCCC3)CC2)cc1OCC	-1	4	93	85	-2	0	7	88
COc1cc(NS(=O)(=O)c2ccc(NC(=S)NC(=O)c3sc4ccccc4c3Cl)cc2)nc(OC)n1	0	9	96	114	0	1	4	109
C=CCc1cccc(/C=N/NC(=O)CNc2ccccc2)c1O	4	-17	100	98	-3	90*	-8	92
